# Apoferritin bind – candidate novel general anesthetic via apoferritin binding | P02791 | apoferritin/1-aminoanthracene competitive binding, fluorescence | Potency, µM (top dose mostly 77.5 µM), for the others: top-dose activity change, negative = displacement, most hits filed as inhibitors | hit rate 0.074% among 350,000; also: % is scaled to controls: 0 for no effect and ±100 for the full control effect; nearly all actives have a fitted effect of over 20% in size
#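 Horse-spleen apoferritin (10 uM) was mixed with 50% saturated 1-aminoanthracene in PBS, exposed to compounds for 10 min at room temperature, and read for fluorescence (ex 380 nm, em 535 nm). Competitive displacement was fitted with a four-parameter Hill equation.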
# Pol beta inh – DNA polymerase beta (human) inhibition; P06746; Pol beta primer extension/strand displacement, fluorescence kinetic; Potency, µM (titrated, usually from 114 µM), inactives show at the top dose activity change, negative = inhibition, actives largely listed as inhibitors; hit rate 1.3% among 340,000; also: % is scaled to controls: 0 for no effect and ±100 for the full control effect
#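 Preincubation: enzyme (10 nM) with compound, 15 min, RT. Reaction: substrate added to 50 nM final. Reads: 0 and 10 min. Analysis: normalized, Hill fit.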
# POLH inh – inhibitors of human DNA polymerase eta; Q9Y253; recombinant Pol eta, fluorescent DNA replication assay; Potency, µM (doses to about 114 µM), inactives show at the highest dose activity change, negative = inhibition, hits mostly inhibitors; hit rate 1.2% among 390,000; also: % is scaled to controls: 0 for no effect and ±100 for the full control effect
#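 Pol eta (10 nM) was preincubated with compounds for 15 min at room temperature, after which fluorescent replication substrate (50 nM final) was added to start the reaction. Fluorescence was read kinetically at 0 and 10 min.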
# Pol iota inh – inhibitors of human DNA polymerase iota | hit rate 1% among 390,000 | AID 588590 | Pol iota fluorescent replication assay, 10 min | Potency, µM (highest dose often 115 µM), for inactives: at the top dose activity, negative = inhibition, usual class: inhibitors | Q9UNA4
# Target sequence (Q9UNA4 whole entry, looked up): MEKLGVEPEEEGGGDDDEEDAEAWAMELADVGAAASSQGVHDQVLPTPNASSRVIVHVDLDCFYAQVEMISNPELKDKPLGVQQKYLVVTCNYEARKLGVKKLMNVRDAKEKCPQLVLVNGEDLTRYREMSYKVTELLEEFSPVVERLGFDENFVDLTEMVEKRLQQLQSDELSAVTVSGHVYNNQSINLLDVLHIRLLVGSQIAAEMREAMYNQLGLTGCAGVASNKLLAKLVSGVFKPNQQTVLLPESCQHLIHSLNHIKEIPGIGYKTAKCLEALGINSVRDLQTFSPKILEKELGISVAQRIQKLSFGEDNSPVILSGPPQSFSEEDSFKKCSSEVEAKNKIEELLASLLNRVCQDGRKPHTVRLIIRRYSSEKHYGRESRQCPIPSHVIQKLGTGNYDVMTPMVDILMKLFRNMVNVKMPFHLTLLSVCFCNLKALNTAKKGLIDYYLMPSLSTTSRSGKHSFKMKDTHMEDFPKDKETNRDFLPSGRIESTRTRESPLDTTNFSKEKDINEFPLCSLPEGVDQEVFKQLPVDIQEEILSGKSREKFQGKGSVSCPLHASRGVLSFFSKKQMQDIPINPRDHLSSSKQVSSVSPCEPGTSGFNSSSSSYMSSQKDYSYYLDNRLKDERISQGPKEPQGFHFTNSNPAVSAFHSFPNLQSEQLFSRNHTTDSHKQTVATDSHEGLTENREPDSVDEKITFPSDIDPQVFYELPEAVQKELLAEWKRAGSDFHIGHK
#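 Pol iota at 10 nM preincubated 15 min with compounds at room temperature; reaction started with fluorescent substrate, 50 nM final. Fluorescence read kinetically at 0 and 10 min; buffer-only wells as negative control.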
# BLM inh – Bloom syndrome helicase (human) inhibition; P54132; recombinant BLM DNA unwinding, fluorescence dequenching; Potency, µM (top dose mostly 56.1 µM), for the others: at the top dose activity change, negative = inhibition, actives largely listed as inhibitors; hit rate 0.2% among 350,000; AID 2528;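 also: plate controls were vehicle for no effect and no enzyme for full effect; nearly all actives have a fitted effect of over 35% in size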
# G9a inh – blocks human histone lysine methyltransferase G9a; Q96KQ7; Potency, µM (highest dose often 102 µM), for the others: at the top dose activity, negative = inhibition, usual class: inhibitors; AID 504332; G9a H3K9 monomethylation, AlphaScreen, 2 h; hit rate 8.8% among 350,000; also: % is scaled to controls: 0 for no effect and ±100 for the full control effect; nearly all actives have a fitted effect of over 75% in size
# Target sequence (Q96KQ7 913-1193 limits assumed): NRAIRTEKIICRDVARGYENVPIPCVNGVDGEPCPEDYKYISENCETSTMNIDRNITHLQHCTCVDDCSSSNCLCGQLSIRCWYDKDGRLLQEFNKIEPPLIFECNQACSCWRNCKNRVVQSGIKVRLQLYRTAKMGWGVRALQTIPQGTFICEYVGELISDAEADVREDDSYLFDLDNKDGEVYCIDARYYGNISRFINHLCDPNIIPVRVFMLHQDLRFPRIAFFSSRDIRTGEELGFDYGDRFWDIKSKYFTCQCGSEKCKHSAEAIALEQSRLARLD
#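 AlphaScreen detection with an anti-monomethyl H3K9 antibody quantified product after a 2 h room-temperature reaction containing 500 nM biotinylated H3K9 peptide, 20 µM SAM and 20 nM enzyme, which had been preincubated 15 min with compound.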
# APEX1 inh – inhibitors of human APE1 endonuclease; P27695; recombinant APE1, TAMRA/BHQ-2 abasic DNA cleavage fluorescence; Potency, µM (series often up to 65.8 µM), for inactives: top-dose activity change, negative = inhibition, actives largely listed as inhibitors; hit rate 0.35% among 350,000;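 also: plate controls were vehicle for no effect and reference inhibitor for full effect; nearly all actives have a fitted effect of over 55% in size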
#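 Compound pre-exposure to 0.75 nM APE1, 15 min at ambient temperature. Reaction initiated with 50 nM TAMRA/BHQ-2 THF substrate, read immediately in kinetic mode, 525 nm excitation, 598 nm emission.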
# Pol kappa inh – inhibitors of human DNA polymerase kappa; Q9UBT6; purified Pol kappa, fluorescent DNA synthesis assay, 10 min; Potency, µM (highest dose often 107 µM), without a hit: top-dose activity, negative = inhibition, actives largely listed as inhibitors; hit rate 0.53% among 400,000; AID 588579; also: % is scaled to controls: 0 for no effect and ±100 for the full control effect
#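 Readout: fluorescence, taken kinetically at 0 and 10 min. Conditions: 10 nM Pol kappa, 15 min RT compound preincubation, 50 nM substrate final. Controls: enzyme-free buffer wells.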
# BAZ2B block – inhibitors of human BAZ2B bromodomain | hit rate 4.4% among 360,000 | AlphaScreen BAZ2B-H3K14Ac peptide displacement | Q9UIF8 | AID 504333 | Potency, µM (highest dose often 114 µM), for the others: top-dose activity change, negative = inhibition, most hits filed as inhibitors; also: % is scaled to controls: 0 for no effect and ±100 for the full control effect; nearly all actives have a fitted effect of over 60% in size
#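 Complex of BAZ2B and biotin-H3K14Ac (50 nM apiece) forms over 30 min at RT, then faces library compounds up to 110 uM for another 30 min; AlphaScreen beads added, 20 min dark incubation, luminescence read.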
# Starred values were filed as active, the others as inactive; ? = inconclusive; / = no result given; & = joins results of further samples; [ ] = another dose, or the depositor's remark. Calls follow the shape of the dose curve; as a rule, active = well fitted curve in the direction sought with a large enough effect; inconclusive = small, poorly fitted or top-dose-only effect, or another doubt; inactive = no such curve, though single readings can be large; an effect the other way counts as inactive or inconclusive. Potency is read from the fitted curve at half-maximal effect. A portion of the library, so the mix of outcomes need not match the whole.
molecule	Pol kappa inh	BLM inh	Apoferritin bind	Pol beta inh	Pol iota inh	G9a inh	APEX1 inh	POLH inh	BAZ2B block
COC(=O)c1ccccc1NC(=O)N1CSC[C@H]1C(=O)OC	-19%	-2%	-8%	4%	10%	?	-5%	-1%	-2%
COc1ccc(NC(=O)N2CCN3CCCCC3C2)cc1OC (stereo unspecified)	-15%	1%	54%[activator]	0%	17%	-33%[59 µM]	/	-10%	-7%
Cc1cccc(NC(=O)C2CCN(S(=O)(=O)c3c(C)c(C)cc(C)c3C)CC2)n1	-16%	/	/	/	-5%	-26%	-2%	-13%	-4%
O=C(OCCO)c1ccccc1O	-19%[60.1 µM]	1%	-11%	/	/	25%[59 µM]	-4%	/	/
CC(C)CCNC(=O)c1ccc2c(c1)N(Cc1ccccc1)C(=O)CS2=O (stereo unspecified)	8%	-2%	-14%	?	-16%	-10%[59 µM]	-2%	-1%	-1%
CCCSc1ncc(Cl)c(C(=O)Nc2ccc(S(=O)(=O)N(C)c3ccccc3)cc2)n1	0%	-8%	210%[activator]	-1%	-4%	-3%[59 µM]	/	/	-19%
CN(C)S(=O)(=O)c1cccc(NC(=O)CSc2nncn2C)c1	-7%	5%	34%[activator]	8%	-18%	/	-2%	-10%	3%
Clc1cccc(CSc2ccc(-c3cccnc3)nn2)c1	-19%	-6%	?	-21%	23%	-42%	0%	-6%	4%
CC(=O)c1cccc(NC(=O)C(=O)c2cn(CC(=O)N3CCCCC3)c3ccccc23)c1	4%	-14%	-4%	5%	40%[activator]	16%	-3%	-3%	3%
C/C(=N/NC(=O)CNC(=O)c1cccc(F)c1)c1ccc2c(c1)CCCC2	-1%	-4%	?	4%	85%[activator]	17%	1%	-7%	0%
CCOc1ccccc1NC(=O)CCS(=O)(=O)c1cccc2nonc12	-6%	1%	-10%	4%	23%	9%[12.7 µM]	-1%	-14%	3%
C/C(=N\NC(=O)COc1ccc(C(C)(C)C)cc1)c1ccc2c(c1)OCCO2	-11%	3%	?	24%	5%	5%[59 µM]	-4%	-24%	-34%
CC1(C)CC(=O)c2cc(NC(=O)c3ccccc3)c(=O)oc2C1	-1%	-8%	2%	2%[57.1 µM]	174%[activator]	-22%	0%	-6%	-1%
CCOC(=O)c1[nH]ncc1CN1CCCC(C(=O)c2ccc(C(C)(C)C)cc2)C1 (stereo unspecified)	10%	-9%	-10%	0%	-8%	1%	4%	-9%	-11%
Cc1cc(F)ccc1S(=O)(=O)N1CCCOC1CNC(=O)C(=O)NCCc1ccccc1 (stereo unspecified)	-1%	-4%	-18%	1%	-10%	14%	0%	-19%	-14%
Cc1nn(Cc2ccccc2)c(C)c1/C=N/NC(=O)c1ccncc1	6%	1%	2%	17%	-29%	13%	-6%	-3%	2%
Cc1cc(C)c(NC(=S)N(CCCN2CCOCC2)Cc2cccnc2)c(C)c1	0%	-3%	-6%	27%	-4%	17%[59 µM]	?	-7%	-24%
COc1cc(C(=O)OCC(=O)NC(=O)NC2CCCCC2)cc(Cl)c1OC	-13%	/	/	/	8%	0%[59 µM]	8%	-14%	5%
Cc1ccc(NNC(=O)C(=O)N2CCCCC2)cc1	-14%	-8%	-10%	15%	15%	-28%[59 µM]	2%	-14%	0%
COc1ccccc1OCC(=O)NNC(=O)c1c(-c2ccccc2Cl)noc1C	-3%	-2%	-1%	7%	42%[activator]	18%[59 µM]	1%	-7%	-5%
COc1cc(C(=O)NNC(=S)NC(=O)c2ccc3c(c2)OCO3)cc(OC)c1OC	10%	-1%	2%	-9%	10%	13µM*	0%	-12%	-4%
C/C(=N\n1cnnc1)c1ccccc1	-2%	-6%	2%	-6%	-18%	14%	-3%	-5%	-9%
CCOc1ncccc1C(=O)NCC1COc2ccccc2O1 (stereo unspecified)	-10%	-20%	-19%	-4%	0%	21%[59 µM]	-3%	-10%	50%[activator]
CCOC(=O)C1=C(COC(=O)C2(C)CC2(Cl)Cl)NC(=O)NC1c1ccc(OC)cc1 (stereo unspecified)	-11%	-6%	?	-1%	99%[activator]	-10%	-6%	-13%	-18%
COc1cccc(C(=O)Nc2ccc3c(c2)CCCN3C(=O)c2cccs2)c1OC	-13%	-5%&-4%	-11%&-17%	-17%&2%	?	-7%[59 µM]	66%[activator]	-4%&-10%	-32%
Cc1cccc(NC(=O)CSc2ccc(-c3ccco3)nn2)c1C	?	-1%	-5%	?	13µM*	-13%[59 µM]	14%	5%	-12%
CCc1c(C)c2cc(Cl)c(O)c(CN(C)C)c2oc1=O	-1%	-2%	950%[activator]	-3%	-41%[58.9 µM]	8%[12.7 µM]	7%	-2%	3%
COC(=O)C(NC(=O)c1ccco1)(Nc1nc(C)cs1)C(F)(F)F (stereo unspecified)	-11%	0%	-16%	-12%	9%	2%[59 µM]	5%	-16%	-6%
CN(CC(=O)Nc1cc(S(=O)(=O)N2CCOCC2)ccc1Cl)C1CCS(=O)(=O)C1 (stereo unspecified)	0%	-1%	-5%	6%	37%[activator]	-6%	-2%	-12%	-34%
CCOC(=O)c1ccc(NC(=O)c2cn(-c3ccccc3)nc2-c2ccncc2)cc1	-11%	-4%	-13%	-16%	2%	21%[59 µM]	-3%	7%	-3%
CC(C)NC(=O)CN1C(=O)CCn2nc(-c3cn(C)c4ccccc34)cc21	-6%[60.1 µM]	0%	1%	-15%	18%	-1%[59 µM]	/	-14%	-8%
Cc1nc(COc2ccc(C(=O)NCc3ccccc3CN3CCCCC3)cc2)cs1	3%	/	/	/	-8%	-8%[12.7 µM]	-9%	-13%	4%
CC(C(=O)NC1CCCC1)N(C(=O)CS(=O)CC(=O)Nc1ccc(F)cc1)c1ccc2c(c1)OCCO2 (stereo unspecified)	-2%	-5%	-4%	-20%	38%[activator]	-7%[0.501 µM]	3%	-13%	?
COc1cccc(NC(=O)/C(C#N)=C/c2c(C)n(Cc3ccc(Cl)cc3)c3ccccc23)c1	-1%	-8%	59%[activator]	13%	-2%	7%[59 µM]	/	-14%	-15%
COc1ccc(CCNC(=O)c2ccc3c(c2)N(Cc2cccc(C)c2)C(=O)c2ccccc2S3(=O)=O)cc1OC	-21%	-10%	-1%	-3%	6%	-43%[59 µM]	/	-14%	?
O=C(Nc1cccc2cccnc12)c1ccc(F)cc1	10%	-1%	4%	-18%	12%&-13%	14%[59 µM]	/	-13%	157%[activator]
O=C(NCC(c1ccco1)N1CCCCC1)c1cccc(S(=O)(=O)Nc2ccccc2Cl)c1 (stereo unspecified)	0%	-1%	-10%	18%	-7%	/	-9%	-7%	?
CCOC(=O)c1ccccc1NC(=O)COC(=O)c1ccc(C)c(S(=O)(=O)N2CCOCC2)c1	8%	-2%	-7%	1%	-11%	13%	1%	-9%	7%
CCOC(=O)c1ccc(Nc2ncccc2[N+](=O)[O-])cc1	0%	-1%	-4%	15%	64%[activator]	/	-2%	-4%	7.9µM*
Cc1ccc2[nH]c(=O)c(CN(Cc3ccco3)C(=O)c3cccs3)cc2c1	/	6%	6%	13%	/	5%[59 µM]	-1%	/	3%
O=C(CCSc1ccccc1)NCCSc1ccccn1	3%	1%	-17%	-2%	11%	-4%[59 µM]	-2%	0%	22%
CC(C)(CN1CCOCC1)NS(=O)(=O)c1ccccc1	-11%	2%	1%	-4%	84%[activator]	/	-11%	-7%	9%
CCN(CC)C(=O)C1=C(C)NC(=S)NC1c1cccs1 (stereo unspecified)	2%	-1%	-3%	28%	-6%	?	-2%	3%	-5%
COCCNC(=O)C1=NOC(Cn2cc(C#N)c(=O)n(C)c2=O)C1 (stereo unspecified)	-10%	-5%	-4%	15%	10%	24%	-3%	0%	-6%
NC(=O)c1ccc(NC(=O)COC(=O)CCN2C(=O)c3ccccc3C2=O)cc1	-11%	/	/	/	2%	/	39%	-23%	/

# The list goes on; it opens with the 2 that closed the last part.
molecule	Pol kappa inh	BLM inh	Apoferritin bind	Pol beta inh	Pol iota inh	G9a inh	APEX1 inh	POLH inh	BAZ2B block
COCCNC(=O)C1=NOC(Cn2cc(C#N)c(=O)n(C)c2=O)C1 (stereo unspecified)	-10%	-5%	-4%	15%	10%	24%	-3%	0%	-6%
NC(=O)c1ccc(NC(=O)COC(=O)CCN2C(=O)c3ccccc3C2=O)cc1	-11%	/	/	/	2%	/	39%	-23%	/
Cc1nc(-c2ccc([N+](=O)[O-])cc2)nc2[nH]ccc(=O)c12	-6%	-5%	7%	30%	11%	27%	-8%	-12%	-3%
CCOc1ccc(C(=O)Nc2cccc3nsnc23)cc1[N+](=O)[O-]	-3%	-6%	1%	1%	24%	-29%	?	5%	12%
O=C(CCCC(=O)OCC(Cl)=C(Cl)Cl)Nc1ccccc1F	-2%	-5%	?	-11%	69%[activator]	-8%[59 µM]	2%	0%	12%
COC(=O)CN1C(=O)Nc2ccc(C)cc2C1c1ccccc1 (stereo unspecified)	13%	1%	-9%	-17%	52%[activator]	5%	5%	-9%	-20%
CCOC(=O)c1ccc2ncc3c(-c4ccccc4)nn(-c4ccc(F)c(Cl)c4)c3c2c1	-8%	-1%	-3%	-29%	-15%	4%[59 µM]	/	3%	/
O=C(CN1c2ccccc2Sc2ccccc21)NNC(=O)Nc1ccc(Cl)c(Cl)c1	-1%	-5%	3%	-2%	41%[activator]	-4%	-5%	-20%	-18%
CCOC(=O)c1sc2c(c1C)c(=O)n(CCO)c(=O)n2Cc1ccccc1	10%	-12%	3%	20%	-15%	-28%[2.33 µM]	?	-8%	-11%
COc1ccc(-c2c(C#Cc3ccsc3)c3cc(-c4ccc5[nH]ccc5c4)ccc3n2C)cc1	2%	/	/	/	25%	3%[0.501 µM]	18%	-8%	5%
COc1ccc(N2CCN(C(=O)COc3ccc(S(=O)(=O)N4CCOCC4)cc3C)CC2)cc1	-7%	0%	-5%	2%	111%[activator]	?	43%[activator]	-20%	-14%

# Source: PubChem
